# RTF Ca sens act = increases calcium sensitivity of human cardiac regulated thin filaments | P19429+P45379 | IANBD-labeled TnC RTF fluorescence at EC20 calcium; 0% EC20 calcium, 100% full calcium | activation, % at 7.2 µM | 340,000 compounds, 0.24% hits | AID 493008;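 active = activation above the mean over all tested compounds plus 3 SD, cut at about 30% in these data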;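 note: rise in fluorescence read as greater calcium sensitivity of cardiac thin filaments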
# CDK5 p35 inh = CDK5/p35 (human) kinase inhibition. Q00535+Q15078. Recombinant CDK5/p35, ADP-Glo luminescence, 60 min. inhibition, % at 10 µM. 330,000 compounds, 0.01% hits. AID 488839;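 active = highest replicate inhibition of at least 50% and at least 75% of replicates reaching 50%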;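 note: plate controls were DMSO neutral control for no effect and GW8510 at 10 µM for full effect; many of its hits are not listed in these tables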
# Target sequence (Q00535 whole entry, looked up): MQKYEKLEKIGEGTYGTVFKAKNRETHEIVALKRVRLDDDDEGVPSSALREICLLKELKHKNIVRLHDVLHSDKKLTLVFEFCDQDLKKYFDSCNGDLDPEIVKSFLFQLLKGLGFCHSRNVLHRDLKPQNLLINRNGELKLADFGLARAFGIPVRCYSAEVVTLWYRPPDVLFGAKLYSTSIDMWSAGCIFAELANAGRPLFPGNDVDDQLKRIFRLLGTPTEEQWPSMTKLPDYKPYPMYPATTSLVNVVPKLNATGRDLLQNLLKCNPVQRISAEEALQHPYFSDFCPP
# Target sequence (Q15078 whole entry, looked up): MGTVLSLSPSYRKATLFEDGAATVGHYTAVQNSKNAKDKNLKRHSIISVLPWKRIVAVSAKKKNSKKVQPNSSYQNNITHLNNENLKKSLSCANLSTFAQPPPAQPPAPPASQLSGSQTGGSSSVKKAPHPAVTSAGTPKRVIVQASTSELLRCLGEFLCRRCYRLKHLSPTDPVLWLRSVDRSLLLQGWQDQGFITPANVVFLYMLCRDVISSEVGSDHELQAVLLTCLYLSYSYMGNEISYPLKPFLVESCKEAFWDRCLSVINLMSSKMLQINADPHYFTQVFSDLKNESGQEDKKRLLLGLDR
# CAL PDZ FP-1 = blocks peptide binding to human CAL PDZ domain; AID 504414; inhibition, % at 20 µM; Q9HD26; 330,000 compounds, 0.02% hits; purified CAL PDZ, TMR-peptide fluorescence polarization, 1 h;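 active = highest replicate inhibition of at least 40%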;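 note: plate controls were DMSO neutral control wells for no effect and unlabeled competitor peptide control wells for full effect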
#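 Test system: purified CerCALP PDZ construct; Compound dosing: one concentration, 20 µM compound; Also added: TMR-labelled reporter peptide T*-PRC34 bound in PDZ groove; Read-out: inhibition from polarization loss; Controls: unlabelled peptide and DMSO controls; Signal: FP readout, S and P plane fluorescence; Incubation: 1 h at RT.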
# dFosB activator = enhances mouse delta FosB homodimer DNA binding. activation, % at 25 µM. P13346. AID 493131. purified delta FosB, TAMRA-CDK5 oligo fluorescence polarization; percent of positive-control signal above neutral wells. 340,000 compounds, 0.99% hits;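 active = mean activation above about 17%, with every replicate also reaching it, limit read from the data, passing the limit was not always enough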;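 note: fluorescence polarization rise as delta FosB binds a TAMRA Cdk5 AP-1 oligo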
# Target sequence (P13346 whole entry, looked up): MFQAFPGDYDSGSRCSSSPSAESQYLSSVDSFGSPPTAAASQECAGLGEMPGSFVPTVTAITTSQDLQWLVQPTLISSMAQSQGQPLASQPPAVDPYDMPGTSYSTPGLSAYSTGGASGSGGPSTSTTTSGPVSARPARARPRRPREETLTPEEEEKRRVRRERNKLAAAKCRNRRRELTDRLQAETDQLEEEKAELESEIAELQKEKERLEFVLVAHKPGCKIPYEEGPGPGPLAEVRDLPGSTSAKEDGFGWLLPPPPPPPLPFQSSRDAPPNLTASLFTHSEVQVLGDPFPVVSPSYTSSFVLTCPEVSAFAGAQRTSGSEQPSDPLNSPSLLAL
# V-ATPase pH = alters yeast V-ATPase proton transport | S. cerevisiae, pHLuorin cytosolic pH fluorescence | response, % at 10 µM | 350,000 compounds, 0.37% hits | AID 504577; in the data active = response mostly above about 7.3%, no sharp cut-off; inactive = mostly below about 5.4%; note: actives read high; inactives centre near 0; some compounds called inactive have numbers as strong as hits
# MITF act = activators of MITF-driven TRPM1 promoter activity in SK-MEL-5 cells; SK-MEL-5 TRPM1-promoter luciferase, 24 h; % of positive control, neutral wells = 0; activation, % at 12.5 µM; 300,000 compounds, 0.75% hits;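 active = mean activation of at least 80% with every replicate also reaching 80%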;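 note: 0% = neutral control wells and 100% = parthenolide positive control wells; values of inactives mirror those of a sister screen read the other way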
# Tat export inh = inhibitors of E. coli Tat protein transport; E. coli MC4100 TorA-mCherry Tat export, fluorescence; inhibition, % at 10 µM; 340,000 compounds, 0.036% hits;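 active = mean replicate inhibition at least 50% and at least half of replicates individually reaching 50%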;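 note: exported cargo escapes ClpAP degradation while cytoplasmic cargo is degraded and loses fluorescence; 0% = median of neutral control wells and 100% = median of NaSCN control wells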
# Wnt act = activators of Wnt/beta-catenin signaling; Wnt/beta-catenin reporter cell assay, activator, plate reader; activation, % at 9.35 µM; 300,000 compounds, 1.2% hits; AID 743398; in the data active = activation above about 30%, passing the limit was not always enough;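 note: 0% = neutral control wells and 100% = positive control wells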
# Rtt109 HAT inh = C. albicans Rtt109 histone acetyltransferase inhibition. inhibition, % at 34.9 µM. 330,000 compounds, 0.16% hits. purified Rtt109/Vps75, ThioGlo CoA-SH fluorescence, 4 h;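 active = inhibition of at least 50% in every replicate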
# CAL PDZ FP-2 = blocks peptide binding to the human CAL PDZ domain | Q9HD26 | purified CAL PDZ, TMR-peptide fluorescence polarization, 1 h | inhibition, % at 24.9 µM | 300,000 compounds, 0.92% hits | AID 602252;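 active = mean inhibition of at least 30% with at least half of replicates also reaching 30%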;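 note: 0% = DMSO neutral control and 100% = excess unlabeled competitor peptide PRC23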
# The depositor's hits bear a star; . = no result given.
SMILES,RTF Ca sens act,CDK5 p35 inh,CAL PDZ FP-1,dFosB activator,V-ATPase pH,MITF act,Tat export inh,Wnt act,Rtt109 HAT inh,CAL PDZ FP-2
O=[N+]([O-])c1cnc2nc(-c3ccncc3)nn2c1O,-1.4,0.9,-2.8,6.5,-3.6,-19.2,-8.8,-1.8,-7.1,-5.4
O=C(CN1CCCC1)Nc1cccc(Cl)c1Cl,3.5,-0.2,-1.0,1.1,0.5,4.3,2.2,-0.1,10.1,.
CN1OC(COC(=O)c2ccc(Cl)cc2)CC1c1ccccc1 (stereo unspecified),-2.8,-4.0,1.2,-1.7,0.7,.,23.3,-0.2,-1.0,-4.2
S=c1[nH]nc(-c2cccnc2)n1/N=C/c1ccccc1,6.8,1.8,-4.7,-10.8,-0.1,4.4,5.0,-2.1,-12.5,.
COc1ccc(N2C(=O)CSC2c2cccc(F)c2)cc1 (stereo unspecified),4.9,0.0,.,0.0,2.8,0.8,-2.1,5.0,-3.4,-4.4
Cc1oc(C2CC2)cc1C(=O)O,-0.1,1.6,-1.2,-4.1,1.6,-10.7,-2.5,-0.6,-14.2,.
CCOc1cc(CNCCc2ccc(S(N)(=O)=O)cc2)ccc1OCC(=O)NC(C)(C)C,-0.7,1.1,-0.4,-3.9,1.4,5.8,-3.9,.,3.6,.
COc1ccc(OC)c(N2C(=O)c3cccnc3C2=O)c1,-5.4,-2.1,-6.1,-0.8,-0.5,7.0,-12.9,-1.0,-5.7,1.2
CC1(C)CC(=O)/C(=C\c2cccc([N+](=O)[O-])c2)C(C)(C)N1,6.7,3.2,-0.2,-13.4,-2.5,7.2,0.3,-3.8,-6.6,0.6
CC1CC(=O)Nc2ccccc2N1C(=O)COc1cc(Cl)ccc1Cl (stereo unspecified),-9.4,1.0,-0.8,-5.1,-3.1,2.2,-8.7,0.2,-1.0,-5.9
Cc1ccc(/C(N)=N/OC(=O)CN(C)S(=O)(=O)c2ccc(C)cc2)cc1,-1.6,2.0,-0.3,-1.7,-3.0,-2.7,13.6,-1.6,-4.8,-1.9
Cc1ccc(OCCN(C)C(=O)c2cc(COc3ccc(F)cc3F)on2)cc1,0.9,0.8,-0.2,-8.4,-6.8,23.6,2.1,1.7,37.0,-1.8
COc1ccc(-c2c(C#CC(C)(C)O)c3ccccc3n2C)cc1,0.8,-1.4,-0.5,-4.2,0.7,-16.0,2.4,-4.8,-6.5,-5.1
COc1ccc(C(=O)Oc2ccc(/C=N/NC(=O)c3cccnc3)cc2OC)cc1,-5.1,1.2,0.2,-9.3,1.2,-1.2,6.1,-4.5,3.6,-3.0
O=C1CCCC/C1=C\Nc1ccc(C(=O)O)c(O)c1,3.0,-9.8,-0.6,-4.5,-3.1,11.6,3.3,15.4,7.3,-0.8
COc1ccc(C(=O)Nc2ccccc2C)cc1S(=O)(=O)N1CCOCC1,0.1,1.5,-2.5,-2.0,-2.5,1.8,-4.1,0.0,-0.9,2.7
CCN(CC)S(=O)(=O)c1ccc(NC(=O)c2ccc(CN3CCOCC3)cc2)cc1,5.2,3.1,-3.6,-6.0,3.2,-33.0,4.2,2.3,8.6,-1.0
COc1ccc(N(CC(=O)Nc2cc(C)on2)S(=O)(=O)c2ccc(Cl)cc2)cc1,-2.2,-1.5,.,1.8,-2.7,1.3,-17.4,-3.3,-8.5,-1.9
COc1ccc(C(=O)Nc2ccnn2C2CCN(Cc3ccccn3)CC2)cc1,4.1,2.0,-2.2,2.0,1.2,-4.2,-0.1,2.9,3.6,-2.5
CCC(c1nnnn1CCOC)N1CCN(c2nc3ccccc3s2)CC1 (stereo unspecified),0.8,-2.9,0.3,-12.5,1.2,-4.0,2.8,-1.6,2.0,-2.5
Nc1cc(C(=O)OCC(=O)NCC2CCCO2)ccc1Cl (stereo unspecified),-1.2,0.9,-0.1,-5.8,-0.9,-0.5,-4.8,-1.5,-4.0,1.5
COc1cccc(CN2CCC(C(=O)N3CCC(C)CC3)CC2)c1,6.2,-3.1,1.9,-3.5,0.4,4.1,-1.9,-1.0,-11.8,.
CC(C)Oc1ccc2c(=O)c(-c3ccccc3)coc2c1,-3.7,1.6,-1.0,0.8,6.3,78.1,-3.7,55.7*,-3.8,-4.6
CCN(Cc1ccccc1)C(=O)c1oc2ccc(C)cc2c1C,-3.8,1.0,.,-6.6,0.5,13.2,11.0,0.0,4.7,-0.8
Cc1ccc(C(=O)CCC(=O)OCC(=O)Nc2ccccc2SCC#N)cc1,7.4,-0.4,-0.7,-2.6,-0.8,-12.4,-1.0,-0.3,-21.0,-3.6

# The list continues.
SMILES,RTF Ca sens act,CDK5 p35 inh,CAL PDZ FP-1,dFosB activator,V-ATPase pH,MITF act,Tat export inh,Wnt act,Rtt109 HAT inh,CAL PDZ FP-2
O=C(NCCc1ccccc1)C1CCCN1C(=O)Nc1cccc(Cl)c1 (stereo unspecified),-3.9,0.1,-0.8,-2.5,-3.3,.,7.9,-0.6,-3.0,-4.2
CN(C)c1ccc(/C=C/C(=O)c2cccc(Br)c2)cc1,135.1*,-1.2,-2.5,-8.4,-2.3,0.5,-4.7,.,-12.3,-2.1
NC(=O)NCc1ccc(C(=O)OCc2ccncc2)cc1,0.3,1.0,0.3,1.5,-3.5,13.0,2.3,-1.9,-1.4,-2.2
Cc1ccc(NC(=O)COC(=O)C2C3CC4OC(=O)C2C4C3)cc1Cl (stereo unspecified),7.4,5.5,-1.9,-1.6,-72.1,-6.0,0.0,-1.9,.,-1.5
CC(C)(C)[C@@H]1C=C(C(=O)N2CCN(Cc3ccc4c(c3)OCO4)CC2)O[C@H](OCc2ccc(CO)cc2)C1,-1.5,0.3,-0.9,-2.4,10.6,-0.1,-2.2,-3.5,-0.8,-1.8
Cc1ccc(NC(=O)c2cccc(N3C(=O)CCC3=O)c2)nc1,7.8,1.4,-2.5,-1.6,-2.5,-11.7,3.0,0.1,14.5,-2.7
CCC1=Nc2cc(C(=O)NCCCN3CCOCC3)ccc2Sc2ccc(Br)cc21,1.4,1.2,-2.4,-9.3,2.9,10.9,-0.1,-5.5,1.3,.
COc1ccc(-n2ccnc2SCC(=O)NCc2ccc3c(c2)OCO3)cc1,-5.3,-0.2,-1.3,-9.2,0.2,-6.7,1.1,.,-1.2,-1.5
CCOC(=O)N1CCN(S(=O)(=O)c2ccc(C(=O)Nc3nc4ccc(F)cc4s3)cc2)CC1,-11.1,-1.3,-1.6,57.3*,2.3,-2.0,-1.6,-0.5,-5.3,-6.7
COc1cccc(OC)c1OCc1cc(C2C3CCCC=C3C(C#N)=C(N)C2(C#N)C#N)c(C)cc1C (stereo unspecified),-1.6,-1.0,.,-14.9,6.5,-18.7,-4.4,-0.5,1.1,-0.2
O=C(Nc1ccc(Cl)cc1)c1ccncc1,2.1,0.6,-1.2,1.1,0.2,14.2,-4.2,-2.7,4.0,2.7
O=C(COc1ccc(S(=O)(=O)NC2CCCCC2)cc1)NCCC1=CCCCC1,-2.2,1.5,-0.6,0.5,-4.9,-4.8,-7.7,-3.6,10.1,0.6
CCOc1ccc(CNCCCSc2ncccn2)cc1OC,0.9,0.0,0.1,0.9,-1.6,.,-6.3,-1.9,1.9,-0.2
O=C1CCCC(O)=C1N=Nc1cccc(C(=O)O)c1,3.5,-0.1,-2.3,-2.1,0.3,-7.6,-13.0,10.2,17.6,-2.2
Cc1ccc(C(=O)OCC(=O)Nc2cccc(S(=O)(=O)NC3=NCCCCC3)c2)c(C)c1,5.5,-8.2,0.0,-22.1,-0.8,-10.9,15.9,-2.1,4.6,-3.8
Cc1ccccc1C(=O)NNC(=O)c1cc(N)cc([N+](=O)[O-])c1,6.5,0.4,0.1,-13.4,0.4,-3.7,6.0,.,0.4,-4.2
COc1ccc(Cl)cc1N1C(=O)CC(N2CCc3ccccc32)C1=O (stereo unspecified),-3.0,-0.7,1.3,-6.8,-1.6,-14.4,4.7,-5.5,-6.7,-0.3
NS(=O)(=O)c1ccc(N2CCCCCC2)c([N+](=O)[O-])c1,.,1.7,0.4,-4.9,0.0,8.6,4.8,-0.3,-3.4,10.3
CCOC(=O)C1CCCN(C2=C(NS(=O)(=O)c3ccc(Br)cc3)C(=O)c3ccccc3C2=O)C1 (stereo unspecified),-6.3,0.6,-1.4,-5.3,-1.0,-8.7,4.6,-2.5,19.3,-0.8
O=C(C[n+]1cc(-c2ccc(Cl)cc2)n2c1CCC2)Nc1nc(-c2ccccc2)cs1,-0.5,0.4,-1.3,9.1,0.1,-4.9,-5.1,-0.1,16.0,.
CC(OC(=O)/C=C/c1ccc2ccccc2n1)C(=O)NCc1ccccc1 (stereo unspecified),-5.1,-1.3,0.1,4.1,-2.1,15.4,-6.3,15.2,1.5,3.9
COc1ccc(OCCSc2nnc(-c3ccccc3)n2N)cc1,4.0,-0.9,-1.0,-0.6,-0.9,.,-4.8,.,-7.7,.
Cc1nn(C)c(C(=O)Nc2ccn(Cc3c(F)c(F)cc(F)c3F)n2)c1[N+](=O)[O-],-2.3,-0.3,-0.5,2.7,0.3,-12.3,-5.2,.,-8.1,.
CN1CCN(C(=O)/C(=C/c2ccccc2F)NC(=O)c2ccccc2)CC1,0.3,0.9,-0.8,-4.9,-4.5,7.0,-5.5,-0.1,-1.2,3.2
O=c1[nH]c(CCC2CCCC2)nc2ccccc12,-5.0,0.0,-0.1,2.1,-2.0,3.8,5.2,1.5,-2.9,-1.0

# Remaining list, next part.
SMILES,RTF Ca sens act,CDK5 p35 inh,CAL PDZ FP-1,dFosB activator,V-ATPase pH,MITF act,Tat export inh,Wnt act,Rtt109 HAT inh,CAL PDZ FP-2
O=C(/C=C/c1ccc(F)cc1)c1ccc(N2CCOCC2)cc1,0.7,-1.6,-1.0,-1.7,1.0,16.8,-1.4,16.8,-0.1,-3.9
Cc1ccc(-c2cc(C(F)(F)F)n3ncc(C(=O)N4CCCCC4c4cccnc4)c3n2)cc1 (stereo unspecified),-3.7,-2.4,-0.7,-0.7,-1.5,-4.3,7.3,0.8,0.5,-0.6
O=C(Nc1ccccc1F)c1ccn[nH]1,0.2,1.8,-0.8,1.3,0.6,9.6,-4.8,16.1,3.6,-3.5
CS(=O)(=O)c1ccc(-c2cccc(NC(=O)COc3ccc(Cl)cc3)c2)nn1,0.4,-1.6,-0.5,-9.6,-0.1,-13.3,-10.5,-0.4,23.8,-5.8
Cc1cc(SCc2cccc(Cl)c2)nc(=O)[nH]1,-10.1,0.5,-1.7,-3.0,-2.9,13.9,3.1,-0.6,-7.3,54.9*
CCOc1ccc(C=NNC(=O)c2ccc(-n3cnnn3)cc2)cc1,-2.8,-0.9,-1.1,-3.7,0.9,16.6,-5.4,-0.4,-3.4,6.9
CN(C)S(=O)(=O)Nc1ccc2c(c1)Cc1ccccc1-2,-3.3,-1.9,0.1,3.8,-0.5,19.0,5.0,8.6,4.9,-1.3

# 3 of the entries above in order of their number in CAL PDZ FP-1, lowest first:
structure | CAL PDZ FP-1
O=C(/C=C/c1ccc(F)cc1)c1ccc(N2CCOCC2)cc1 | -1.0
O=C(Nc1ccccc1F)c1ccn[nH]1 | -0.8
CN(C)S(=O)(=O)Nc1ccc2c(c1)Cc1ccccc1-2 | 0.1

# Compound activity: PubChem BioAssay, several laboratories

# Rows are unselected (roughly 4.1% active in at least one column).
